APJ antag – APJ receptor antagonism; P35414; CHO-K1 APJ beta-arrestin complementation, luminescence; inhibition, % at 20 µM; 330,000 compounds, 0.32% hits; AID 2521;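 active = inhibition above about 40% at 20 µM, limit read from the data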;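 also: cells challenged with 10 nM apelin-13 agonist together with compound; plate controls were apelin-13 plus DMSO wells for no effect and DMSO wells lacking apelin-13 for full effect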
Target sequence (P35414 whole entry, looked up): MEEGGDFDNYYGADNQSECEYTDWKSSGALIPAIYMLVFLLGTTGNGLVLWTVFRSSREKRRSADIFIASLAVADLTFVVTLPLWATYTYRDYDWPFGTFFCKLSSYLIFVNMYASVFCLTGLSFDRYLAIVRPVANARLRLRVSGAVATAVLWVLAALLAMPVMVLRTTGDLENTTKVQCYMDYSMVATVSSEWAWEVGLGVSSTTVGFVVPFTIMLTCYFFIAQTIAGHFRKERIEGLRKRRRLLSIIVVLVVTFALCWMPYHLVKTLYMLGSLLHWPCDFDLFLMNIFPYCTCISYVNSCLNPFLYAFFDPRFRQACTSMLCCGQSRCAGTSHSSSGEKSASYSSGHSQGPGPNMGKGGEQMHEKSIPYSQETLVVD
XBP1 UPR activ – activators of adaptive arm of unfolded protein response (XBP1) | CHO-XBP1 luciferase reporter, IRE1-XBP1 UPR activation, luminescence; percent of tunicamycin response, DMSO as zero | activation, % at 20 µM | 330,000 compounds, 0.33% hits;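 active = versus positive control, 20 µM dose yields 30% or more activation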;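 also: 100% = tunicamycin at 10 µg/mL and 0% = DMSO only wells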
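Assay system: IRE1-XBP1 luciferase reporter CHO line. Input: 1000 cells/well. Buffer or medium: F12 with 10% serum. Doses: 20 µM, 1% DMSO. Times: overnight seeding at 37 °C, 6 h compound treatment at 37 °C. Technique: Steady-Glo luciferase glow luminescence, 10 min after reagent addition.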
Mdm2-MdmX inh – disrupts the human Mdm2-MdmX interaction; inhibition, % at 8 µM; 330,000 compounds, 3% hits; O15151+Q00987; AID 485346; SaOS-2 split-luciferase Mdm2/MdmX complementation, luminescence;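 active = inhibition of at least 50% at 8 µM in the primary screen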
tim23-1 inh – growth inhibitors of tim23-1 mutant yeast; S. cerevisiae tim23-1 growth, BacTiter-Glo luminescence, 24 h; inhibition, % at 20 µM; 330,000 compounds, 1.3% hits; AID 463212;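 active = growth inhibition of the mutant yeast at or above 50%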;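 also: temperature-sensitive mutant grown at 25 °C; plate controls were DMSO-treated mutant yeast for no effect and medium wells lacking yeast for full effect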
Jurkat NFkB inh – inhibitors of the PMA/ionomycin-induced NF-kB reporter in Jurkat cells | PMA/ionomycin-induced NF-kB luciferase reporter, luminescence | inhibition, % at 4 µM | 330,000 compounds, 0.53% hits; in the data active = inhibition above about 50%
697 NFkB inh – inhibitors of the PMA/ionomycin-induced NF-kB reporter in 697 B cells; inhibition, % at 4 µM; 330,000 compounds, 0.33% hits; 697 B-cell NF-kB luciferase reporter, 16 h; in the data active = inhibition above about 35%
CHOP UPR activ – activators of apoptotic arm of unfolded protein response (CHOP); CHO-CHOP luciferase reporter, UPR activation, luminescence; percent of tunicamycin response over DMSO baseline; activation, % at 10 µM; 330,000 compounds, 0.34% hits; AID 449763;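 active = at 10 µM dose, activation of 40% or more, normalized to positive control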;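 also: 100% = tunicamycin at 10 µg/mL and 0% = DMSO alone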
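assay system = CHO CHOP reporter cells | amount = 500 CHO-CHOP cells per well | buffer or medium = F12 with 10% FBS | incubation = 16-18 h cell attachment, then 6 h compound exposure, 37 °C | detection = luminescence read with Steady-Glo | read-out = percent activation relative to tunicamycin control | controls = tunicamycin high control, DMSO low control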
APJ agonist – APJ receptor agonism | P35414 | CHO-K1 APJ PathHunter beta-arrestin, luminescence; 0% DMSO wells, 100% apelin | activation, % at 20 µM | 330,000 compounds, 0.11% hits | AID 2520;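 active = activation more than six SD over the plate average, tested at 20 µM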;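 also: 0% = DMSO alone and 100% = apelin-13 at 10 nM; some results filed as inactive read as strong as hits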
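Incubation: overnight seeding, 90 min compound at 25 °C, 1 h detection; test system: PathHunter CHO-K1 APJ (AGTRL-1) beta-arrestin reporter cells; amount: 1000 cells/well; doses: one dose, 20 µM compound, 1% DMSO; measured by: beta-gal luminescence; measure: agonist-driven arrestin binding to APJ; benchmarks: negative DMSO alone, positive Apelin-13 at 10 nM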
Numbers without * were called inactive.

`O=C(Cn1nc(-c2ccccc2)nc1-c1ccccc1)OC1CCCCC1` gave APJ antag 23, XBP1 UPR activ -1, Mdm2-MdmX inh 18, tim23-1 inh 39, Jurkat NFkB inh 7, 697 NFkB inh -25, CHOP UPR activ -1.6 and APJ agonist -5.
CCc1ccc(NC(=O)C2CCCN(S(=O)(=O)c3ccc4c(c3)CC(C)N4C(C)=O)C2)cc1 (stereo not drawn) was read as APJ antag -9, XBP1 UPR activ -5, Mdm2-MdmX inh 49, tim23-1 inh 25, Jurkat NFkB inh 6, 697 NFkB inh 6, CHOP UPR activ -1.2 and APJ agonist 0.
`NS(=O)(=O)c1ccc(NC(=O)CSc2cn[nH]n2)cc1` gave APJ antag 10, XBP1 UPR activ 0, Mdm2-MdmX inh 17, tim23-1 inh 1, Jurkat NFkB inh 1, 697 NFkB inh 12, CHOP UPR activ 3.1 and APJ agonist -1.
`O=C(N=Nc1c(O)n(C2OC(=O)c3ccccc32)c2ccccc12)c1ccc(O)cc1` (stereo not drawn) gave APJ antag 16, XBP1 UPR activ 105*, Mdm2-MdmX inh -10, tim23-1 inh -22, Jurkat NFkB inh -26, 697 NFkB inh -2, CHOP UPR activ 1.8 and APJ agonist -3.
For COc1cccc(C(C(=O)NCc2ccccc2)N(C(=O)c2csnn2)C2CC2)c1 (stereo not drawn) the results were APJ antag 14, XBP1 UPR activ 3, Mdm2-MdmX inh 17, tim23-1 inh 13, Jurkat NFkB inh 3, 697 NFkB inh 7, CHOP UPR activ -1.5 and APJ agonist -1.
`CC1Cc2ccccc2N1C(=O)CSc1nnc2sc3ccccc3n12` (stereo not drawn) gave APJ antag -17, XBP1 UPR activ 1, Mdm2-MdmX inh -12, tim23-1 inh 26, Jurkat NFkB inh -8, 697 NFkB inh -10, CHOP UPR activ 0.3 and APJ agonist -12.
CC(=O)Nc1cc2c(cc1NC(=O)Cn1nnc(-c3ccc(C)o3)n1)OCCO2 was read as APJ antag 7, XBP1 UPR activ -3, Mdm2-MdmX inh -33, tim23-1 inh -2, Jurkat NFkB inh 16, 697 NFkB inh 14, CHOP UPR activ 1.8 and APJ agonist -2.
For COc1ccc(N2C(=O)[C@@H]3[C@H](C2=O)[C@H](C(C)=O)N2c4ccccc4C=C[C@@H]32)cc1 the results were APJ antag -2, XBP1 UPR activ -1, Mdm2-MdmX inh 17, tim23-1 inh 24, Jurkat NFkB inh 10, 697 NFkB inh -9, CHOP UPR activ 0.2 and APJ agonist 1.
Cc1nn(C)c(Oc2ccccc2)c1CCNS(=O)(=O)c1ccc(F)cc1 was read as APJ antag -4, XBP1 UPR activ -1, Mdm2-MdmX inh 28, tim23-1 inh -3, Jurkat NFkB inh 2, 697 NFkB inh -14, CHOP UPR activ 1.6 and APJ agonist -3.
C#CCN1C(=O)C(O)(CC(=O)/C=C/c2ccco2)c2ccccc21 (stereo not drawn) was read as APJ antag 17, XBP1 UPR activ 7, Mdm2-MdmX inh -28, tim23-1 inh 29, Jurkat NFkB inh 8, 697 NFkB inh -1, CHOP UPR activ 1.1 and APJ agonist -3.
Screening CC(NC(=O)COC(=O)c1ccc(N2CCCC2=O)cc1)c1ccc(F)cc1 (stereo not drawn) returned APJ antag -3, XBP1 UPR activ 0, Mdm2-MdmX inh 8, tim23-1 inh 2, Jurkat NFkB inh -17, 697 NFkB inh 4, CHOP UPR activ -0.3 and APJ agonist -4.
`O=C(CCN1CCCCC1=O)NC1CCCN(Cc2ccc(Cl)cc2)C1` (stereo not drawn) gave APJ antag -11, XBP1 UPR activ -2, Mdm2-MdmX inh 12, tim23-1 inh -2, Jurkat NFkB inh 10, 697 NFkB inh -4, CHOP UPR activ 1.8 and APJ agonist 8.

Some of these compounds in order of SMILES length, falling:
CCc1ccc(NC(=O)C2CCCN(S(=O)(=O)c3ccc4c(c3)CC(C)N4C(C)=O)C2)cc1 (stereo not drawn) was read as APJ antag -9, XBP1 UPR activ -5, Mdm2-MdmX inh 49, tim23-1 inh 25, Jurkat NFkB inh 6, 697 NFkB inh 6, CHOP UPR activ -1.2 and APJ agonist 0.
Screening CC(NC(=O)COC(=O)c1ccc(N2CCCC2=O)cc1)c1ccc(F)cc1 (stereo not drawn) returned APJ antag -3, XBP1 UPR activ 0, Mdm2-MdmX inh 8, tim23-1 inh 2, Jurkat NFkB inh -17, 697 NFkB inh 4, CHOP UPR activ -0.3 and APJ agonist -4.
C#CCN1C(=O)C(O)(CC(=O)/C=C/c2ccco2)c2ccccc21 (stereo not drawn) was read as APJ antag 17, XBP1 UPR activ 7, Mdm2-MdmX inh -28, tim23-1 inh 29, Jurkat NFkB inh 8, 697 NFkB inh -1, CHOP UPR activ 1.1 and APJ agonist -3.

Further results
COc1ccc(CNC(=O)c2cccc(N(C)C)c2)cc1 was read as APJ antag 12, XBP1 UPR activ -2, Mdm2-MdmX inh -48, tim23-1 inh 16, Jurkat NFkB inh -10, 697 NFkB inh -47, CHOP UPR activ 0.9 and APJ agonist 2.
`O=C(CCn1c(=S)[nH]c2ccccc2c1=O)NCCc1ccccc1` gave APJ antag -4, XBP1 UPR activ 0, Mdm2-MdmX inh -26, tim23-1 inh -5, Jurkat NFkB inh -9, 697 NFkB inh -4, CHOP UPR activ -2.1 and APJ agonist -3.
Screening CC[n+]1c(/C=C/Nc2ccccc2)sc2ccccc21 returned APJ antag 5, XBP1 UPR activ -3, Mdm2-MdmX inh 18, tim23-1 inh 0, Jurkat NFkB inh -5, 697 NFkB inh 16, CHOP UPR activ 2.1 and APJ agonist -3.
`Cc1nc2ccccc2c(=O)n1N` gave APJ antag -9, XBP1 UPR activ 3, Mdm2-MdmX inh -3, tim23-1 inh 7, Jurkat NFkB inh 0, 697 NFkB inh 9, CHOP UPR activ 1.0 and APJ agonist -4.
For NS(=O)(=O)c1cccc(NC(=O)COC(=O)c2cc([N+](=O)[O-])ccc2N2CCCC2)c1 the results were APJ antag 19, XBP1 UPR activ 0, Mdm2-MdmX inh 18, tim23-1 inh -9, Jurkat NFkB inh 7, 697 NFkB inh -1, CHOP UPR activ 1.8 and APJ agonist -6.
Screening CCCNC(=O)C1CC(c2ccc(C(F)(F)F)cc2)=NO1 (stereo not drawn) returned APJ antag -6, XBP1 UPR activ 0, Mdm2-MdmX inh 5, tim23-1 inh -4, Jurkat NFkB inh -12, 697 NFkB inh 4, CHOP UPR activ -0.3 and APJ agonist -2.
For COc1cccc(N2CCN(C(=O)c3cccnc3)CC2)c1 the results were APJ antag 36, XBP1 UPR activ -1, Mdm2-MdmX inh -18, tim23-1 inh 3, Jurkat NFkB inh 12, 697 NFkB inh 23, CHOP UPR activ -2.0 and APJ agonist -5.
Screening CC1CCN(c2nc(-c3ccccc3)c(C#N)c(=O)[nH]2)CC1 returned APJ antag 6, XBP1 UPR activ 1, Mdm2-MdmX inh 16, tim23-1 inh -1, Jurkat NFkB inh 6, 697 NFkB inh 0, CHOP UPR activ 1.1 and APJ agonist 3.
Cc1cc(=O)oc2c(CN3CC(C)OC(C)C3)c(O)c(Cl)cc12 (stereo not drawn) was read as APJ antag -13, XBP1 UPR activ 2, Mdm2-MdmX inh -16, tim23-1 inh 10, Jurkat NFkB inh 4, 697 NFkB inh 16, CHOP UPR activ -1.0 and APJ agonist -3.
For Cc1ccc(C)c(-c2csc(Nc3ncccn3)n2)c1 the results were APJ antag 4, XBP1 UPR activ 1, Mdm2-MdmX inh -4, tim23-1 inh 3, Jurkat NFkB inh -33, 697 NFkB inh -2, CHOP UPR activ 4.0 and APJ agonist -5.
`CC1CC2(CC(C)(C(=O)CSc3n[nH]c(-c4ccccc4Cl)n3)OC2=O)C(=O)O1` (stereo not drawn) gave APJ antag -12, XBP1 UPR activ -1, Mdm2-MdmX inh 4, tim23-1 inh 10, Jurkat NFkB inh 4, 697 NFkB inh 15, CHOP UPR activ -0.6 and APJ agonist 0.
For FC(F)(F)c1ccccc1NC(=S)N1CCc2ccccc2C1 the results were APJ antag -2, XBP1 UPR activ -4, Mdm2-MdmX inh 16, tim23-1 inh 31, Jurkat NFkB inh 2, 697 NFkB inh -3, CHOP UPR activ -0.7 and APJ agonist -3.
`Cc1c(C(=O)N2CCCC2)sc(NC(=O)c2cccs2)c1C#N` gave APJ antag 9, XBP1 UPR activ -1, Mdm2-MdmX inh 5, tim23-1 inh 31, Jurkat NFkB inh 3, 697 NFkB inh 2, CHOP UPR activ 1.0 and APJ agonist -3.
CCn1c(C)[n+](CC(O)COCC2CC=CCC2)c2ccccc21 (stereo not drawn) was read as APJ antag 2, XBP1 UPR activ -2, Mdm2-MdmX inh -5, tim23-1 inh 0, Jurkat NFkB inh -5, 697 NFkB inh -32, CHOP UPR activ 0.7 and APJ agonist 1.
COc1cc(-c2c(C#N)c(N)nc3c2c(C)nn3-c2ccc(C)c(C)c2)cc(OC)c1OC was read as APJ antag -6, XBP1 UPR activ 2, Mdm2-MdmX inh 45, tim23-1 inh 12, Jurkat NFkB inh 16, 697 NFkB inh 18, CHOP UPR activ 3.7 and APJ agonist -1.
Screening O=C(NCCc1ccccn1)c1cccnc1Oc1ccc(Cl)cc1 returned APJ antag 4, XBP1 UPR activ -2, Mdm2-MdmX inh 16, tim23-1 inh 12, Jurkat NFkB inh -6, 697 NFkB inh 8, CHOP UPR activ 2.2 and APJ agonist -5.
For O=C(CCN=C1NS(=O)(=O)c2ccccc21)OCC(=O)c1ccc(F)cc1 the results were APJ antag 1, XBP1 UPR activ -4, Mdm2-MdmX inh 18, tim23-1 inh -22, Jurkat NFkB inh 10, 697 NFkB inh 7, CHOP UPR activ 1.5 and APJ agonist -1.
Screening COc1ccc(C2C(C(=O)NCc3ccccc3)=C(C)Nc3ncnn32)cc1OC (stereo not drawn) returned APJ antag -5, XBP1 UPR activ 2, Mdm2-MdmX inh 3, tim23-1 inh 12, Jurkat NFkB inh -3, 697 NFkB inh -5, CHOP UPR activ 0.7 and APJ agonist -4.
CC(=O)c1c(C)[nH]c(C(=O)OCC(=O)Nc2cc(S(=O)(=O)N3CCCCC3)ccc2C)c1C was read as APJ antag 9, XBP1 UPR activ -4, Mdm2-MdmX inh 26, tim23-1 inh -11, Jurkat NFkB inh 18, 697 NFkB inh 1, CHOP UPR activ -0.2 and APJ agonist -2.
COc1cc(/C=C2\SC(=S)N(NC(=O)c3ccncc3)C2=O)ccc1O was read as APJ antag 34, XBP1 UPR activ 6, Mdm2-MdmX inh 14, tim23-1 inh 13, Jurkat NFkB inh 7, 697 NFkB inh 6, CHOP UPR activ -1.6 and APJ agonist -6.
Screening CC(C)N(CCCNC(=O)Cn1c(=O)c2cccn2c2ccccc21)Cc1ccccc1 returned APJ antag 22, XBP1 UPR activ -5, Mdm2-MdmX inh 5, tim23-1 inh 10, Jurkat NFkB inh 8, 697 NFkB inh 7, CHOP UPR activ 1.5 and APJ agonist -2.
For COc1ccc(N2CCN(C(=O)c3ccc(N(C)S(=O)(=O)c4ccc(OC)cc4)cc3)CC2)cc1 the results were APJ antag 7, XBP1 UPR activ 3, Mdm2-MdmX inh 14, tim23-1 inh 7, Jurkat NFkB inh -10, 697 NFkB inh -43, CHOP UPR activ -1.0 and APJ agonist 3.
For CC(=O)NCCOc1cccc(OCCNC(C)=O)c1 the results were APJ antag 1, XBP1 UPR activ 0, Mdm2-MdmX inh 17, tim23-1 inh -3, Jurkat NFkB inh 8, 697 NFkB inh -2, CHOP UPR activ 4.5 and APJ agonist -6.
